Assay outcomes (PubChem BioAssay)
Gli-Sufu antag = Gli-Sufu pathway antagonism; inhibition, % at 5 µM; Sufu-KO-LIGHT fibroblasts, Gli luciferase reporter luminescence; actives 0.74% (n = 340,000);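 active means inhibition above about 55%, limit read from the data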;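 further: 0% = DMSO-treated cells and 100% = wells with medium but no cells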
EBI2 antag = blocks human EBI2 receptor beta-arrestin signaling; EBI2 beta-arrestin recruitment, luminescence, 7a,25-OHC stimulated; inhibition, % at 5 µM; P32249; actives 0.81% (n = 360,000); in the data active means inhibition above about 38%;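 further: enzyme fragment complementation signal reports receptor beta-arrestin coupling in cells; 0% = agonist plus DMSO wells and 100% = wells without agonist; some results beyond the cut were filed as inactive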
CXCR6 block = blocks human CXCR6 beta-arrestin recruitment | O00574 | CHO-K1 PathHunter CXCR6 beta-arrestin, luminescence | inhibition, % at 20 µM | actives 0.36% (n = 360,000); in the data active means inhibition above about 34%, passing the limit was not always enough;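 further: antagonist mode with CXCL16 agonist at 10 nM final; 0% = 10 nM CXCL16 with DMSO and 100% = unstimulated wells without agonist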
Target sequence (O00574 whole entry, looked up): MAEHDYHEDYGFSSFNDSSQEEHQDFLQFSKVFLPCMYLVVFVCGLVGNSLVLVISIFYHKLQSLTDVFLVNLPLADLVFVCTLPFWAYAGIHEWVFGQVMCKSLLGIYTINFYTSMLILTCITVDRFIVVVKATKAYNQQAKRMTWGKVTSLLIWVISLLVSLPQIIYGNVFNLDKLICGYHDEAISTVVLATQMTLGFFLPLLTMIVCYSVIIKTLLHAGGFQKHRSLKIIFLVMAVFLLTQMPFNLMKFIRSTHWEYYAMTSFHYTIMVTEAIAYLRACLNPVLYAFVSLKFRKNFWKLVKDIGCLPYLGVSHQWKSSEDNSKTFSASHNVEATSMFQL
CCR6 antag = CCR6 (human) receptor antagonism. P51684. CHO-K1 CCR6 PathHunter beta-arrestin, luminescence, CCL20-stimulated. inhibition, % at 20 µM. actives 0.49% (n = 340,000);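 active means compounds whose inhibition of the agonist-driven luminescence signal at 20 µM reaches about 50%, limit read from the data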;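 further: cells stimulated with CCL20 at 14 nM final; plate controls were DMSO with CCL20 for no effect and DMSO without agonist for full effect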
Target sequence (P51684 whole entry, looked up): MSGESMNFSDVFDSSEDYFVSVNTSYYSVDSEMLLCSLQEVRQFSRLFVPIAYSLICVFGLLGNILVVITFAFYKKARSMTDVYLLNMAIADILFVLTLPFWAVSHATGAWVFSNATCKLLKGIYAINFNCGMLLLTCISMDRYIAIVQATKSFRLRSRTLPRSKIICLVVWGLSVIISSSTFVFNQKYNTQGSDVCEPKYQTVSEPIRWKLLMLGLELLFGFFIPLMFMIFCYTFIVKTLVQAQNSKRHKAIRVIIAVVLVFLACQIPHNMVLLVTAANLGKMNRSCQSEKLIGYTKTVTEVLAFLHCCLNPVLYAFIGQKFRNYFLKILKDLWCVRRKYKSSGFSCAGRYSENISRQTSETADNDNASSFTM
APJ antagonist = blocks the human apelin receptor APJ; P35414; inhibition, % at 20 µM; CHO-K1 APJ beta-arrestin complementation, luminescence; actives 0.32% (n = 330,000);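 active means inhibition above about 40% at 20 µM, limit read from the data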;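 further: cells challenged with 10 nM apelin-13 agonist together with compound; plate controls were apelin-13 plus DMSO wells for no effect and DMSO wells lacking apelin-13 for full effect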
UBC13 polyUb = blocks human UBC13 polyubiquitin chain formation | P61088 | TR-FRET | inhibition, % at 20 µM | actives 0.47% (n = 330,000) | AID 485273; in the data active means inhibition above about 45%, passing the limit was not always enough
Target sequence (P61088 whole entry, looked up): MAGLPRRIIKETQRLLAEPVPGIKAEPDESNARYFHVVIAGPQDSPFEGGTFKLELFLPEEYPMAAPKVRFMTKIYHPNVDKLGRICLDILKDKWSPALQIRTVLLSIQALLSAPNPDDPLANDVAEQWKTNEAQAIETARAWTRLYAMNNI
Jurkat NFkB inh = inhibitors of the PMA/ionomycin-induced NF-kB reporter in Jurkat cells. PMA/ionomycin-induced NF-kB luciferase reporter, luminescence. inhibition, % at 4 µM. actives 0.53% (n = 330,000); in the data active means inhibition above about 50%
697 NFkB inh = lowers PMA/ionomycin-induced NF-kB signal in 697 B cells; 697 B-cell NF-kB luciferase reporter, 16 h; inhibition, % at 4 µM; actives 0.33% (n = 330,000); AID 435022; in the data active means inhibition above about 35%
The depositor's hits bear a star; nt = no result given.

SMILES	Gli-Sufu antag	EBI2 antag	CXCR6 block	CCR6 antag	APJ antagonist	UBC13 polyUb	Jurkat NFkB inh	697 NFkB inh
O=C(O)CC(NC(=O)c1sc2ccccc2c1Cl)c1ccc(OC2CCCC2)cc1 (stereo not drawn)	3	-3	-7	-1	6	-14	-2	13
C=CCN1C(=O)CSc2ccc(C(=O)NCCC3=CCCCC3)cc21	1	7	0	0	1	11	9	-3
Cc1noc(C)c1NC(=O)N(C)C[C@H]1Oc2c(NC(=O)C3CC3)cccc2C(=O)N([C@H](C)CO)C[C@@H]1C	-4	-6	6	2	3	-2	6	15
COc1ccc(CCNC(=O)COc2ccc(S(=O)(=O)NC3CCCCC3)cc2Cl)cc1OC	12	1	8	-4	23	8	13	-10
O=S(=O)(Nc1cccc2c1CCCC2)c1cccc(C(F)(F)F)c1	8	0	-8	17	7	5	0	-9
NC(=O)c1ccccc1NC(=O)c1cccc(C(=O)Nc2ccccc2C(N)=O)n1	8	-1	-1	8	13	-2	44	9
O=C(NCc1ccc(Cl)cc1)c1noc2c1CCCC2	-9	5	-1	3	0	15	-12	4
CSc1nc2n(n1)C(C)C1=C(CCCC1=O)N2 (stereo not drawn)	4	2	-6	0	6	25	7	1
COc1cc(CC(=O)OCC(=O)N2C(C)CCCC2C)cc(OC)c1OC (stereo not drawn)	-4	-19	-4	4	9	2	-7	5
CCOc1ccc(-c2c(C(=O)N/N=C/c3ccncc3)nnn2-c2nonc2N)cc1	10	2	0	6	-2	-9	-10	-23
Cc1ccc(NC(=O)C2CCCN(C(=O)Nc3ccc(F)cc3)C2)cc1 (stereo not drawn)	4	0	-10	25	12	-2	-6	2
COc1ccc(CCN=C(NS(=O)(=O)c2ccc(Cl)cc2)c2ccccc2)cc1	2	nt	nt	10	-7	-5	-16	-20
CCOc1ccccc1N1CC(C(=O)Nc2ccccc2CC)CC1=O (stereo not drawn)	-18	4	-4	8	-13	-3	13	10
COc1ccc(C2c3c(-c4ccccc4O)n[nH]c3C(=O)N2Cc2ccco2)cc1 (stereo not drawn)	3	-5	2	6	-10	24	11	5
COc1ccc(S(=O)(=O)N2CCCCCC2)cc1C(=O)N(C)CC(=O)Nc1ccccc1C(F)(F)F	3	-1	-3	0	11	-12	-4	4
C=CS(=O)(=O)c1c2cc(OC)ccc2nc2ccc(OC)cc12	-6	0	48*	78*	nt	nt	nt	nt
O=C(OC1CCN(c2ccc([N+](=O)[O-])cc2)CC1)c1ccccc1	-9	12	4	-1	-16	-8	5	-24
CCn1c(SCC(=O)NCCc2ccccc2)nc2c(c1=O)SC(C)C2 (stereo not drawn)	-5	3	-1	-10	9	2	-11	0
CCOc1ccccc1OCC(=O)Oc1ccc(C)c(C)c1	2	-3	-9	13	-17	0	-7	-10
Cn1nccc1C(=O)N1CCCC(C(=O)c2ccc(Oc3ccccc3)cc2)C1 (stereo not drawn)	-27	2	-3	18	14	-2	-19	-52

6 entries drawn at random from the list so far:
SMILES	Gli-Sufu antag	EBI2 antag	CXCR6 block	CCR6 antag	APJ antagonist	UBC13 polyUb	Jurkat NFkB inh	697 NFkB inh
O=S(=O)(Nc1cccc2c1CCCC2)c1cccc(C(F)(F)F)c1	8	0	-8	17	7	5	0	-9
NC(=O)c1ccccc1NC(=O)c1cccc(C(=O)Nc2ccccc2C(N)=O)n1	8	-1	-1	8	13	-2	44	9
CSc1nc2n(n1)C(C)C1=C(CCCC1=O)N2 (stereo not drawn)	4	2	-6	0	6	25	7	1
C=CS(=O)(=O)c1c2cc(OC)ccc2nc2ccc(OC)cc12	-6	0	48*	78*	nt	nt	nt	nt
COc1cc(CC(=O)OCC(=O)N2C(C)CCCC2C)cc(OC)c1OC (stereo not drawn)	-4	-19	-4	4	9	2	-7	5
COc1ccc(CCN=C(NS(=O)(=O)c2ccc(Cl)cc2)c2ccccc2)cc1	2	nt	nt	10	-7	-5	-16	-20

(more compounds)
SMILES	Gli-Sufu antag	EBI2 antag	CXCR6 block	CCR6 antag	APJ antagonist	UBC13 polyUb	Jurkat NFkB inh	697 NFkB inh
O=C(NCCS(=O)(=O)NCc1ccc(F)cc1)c1ccc2c(c1)OCO2	-3	-4	4	9	2	8	-4	0
Cc1oc2cc3oc(=O)c4c(c3cc2c1C)CCC4	-43	-35	2	0	-5	5	-24	-32
COc1ccc([C@H]2Cc3cccc(O)c3C(=O)O2)cc1O	-4	-4	-2	8	4	12	-12	3
Cn1nnc2cc(C(=O)NCCC3=CCCCC3)ccc21	-89	-1	-3	-2	-11	5	-99	-159
O=C(NCCc1ccccc1)c1cccc([N+](=O)[O-])c1	-35	-6	-7	11	1	-8	-53	-61
COc1ccc(OCC(O)CN2CCOCC2)cc1 (stereo not drawn)	1	8	-1	-4	10	7	5	5
O=C(CCC(=O)N1CCSc2ccccc21)NCc1ccccc1	3	-2	3	7	-50	12	-11	4
COc1cc(NC(=O)Cn2c(=O)n(CC3CCCO3)c(=O)c3cc(OC)c(OC)cc32)cc(OC)c1 (stereo not drawn)	9	-4	-1	1	9	0	-4	22
COc1cccc(NC(=O)CSc2nc3ccccc3nc2N2CCCC2)c1	-15	5	3	6	8	1	-6	-50
c1cc(CNCC2CCCO2)ccn1 (stereo not drawn)	-1	-6	0	6	5	-18	-14	2
O=C(COC(=O)CCc1ccc(S(=O)(=O)N2CCOCC2)cc1)NCc1ccccc1	-4	-4	4	-3	17	1	1	11
CC1CCCC(NC(=O)CN2C(=O)NC(Cc3c[nH]c4ccccc34)C2=O)C1C (stereo not drawn)	3	6	-1	1	-6	6	-6	17
CSc1cccc(NC(=O)CN2C(=O)c3ccccc3S2(=O)=O)c1	20	-1	-4	2	4	-7	8	-31
COCCCNC(=O)CS(=O)Cc1nc(-c2ccccc2C)oc1C (stereo not drawn)	-2	-4	2	0	-13	-6	-6	0
COc1ccc(S(=O)(=O)n2ccc(-c3cnc(-c4ccccc4)s3)n2)cc1	-24	20	10	7	8	22	-56	-23
Cc1ccc(N(C(=O)Cn2nnc(-c3ccc(C)o3)n2)C(C(=O)NC2CCCC2)c2ccco2)cc1 (stereo not drawn)	-2	2	-2	-7	-5	-8	5	7
COc1cccc(OCc2nnc(SCC(=O)OCc3ccccc3)o2)c1	4	1	1	-9	18	12	16	8
CCCN1C2CCCC1CC(NC(=S)Nc1cc(C)cc(C)c1)C2 (stereo not drawn)	10	-10	-14	2	10	9	-1	14
CC1CCN(C(=O)C(NS(=O)(=O)c2cccc3nsnc23)c2ccccc2)CC1 (stereo not drawn)	5	2	8	29	16	-29	-3	-5
C[C@@]12C(=O)N(CC3CC3)CC(=O)N1[C@H](/C=C/c1ccccc1)[C@@H]1C(=O)N(c3ccccc3)C(=O)[C@@H]12	-3	-2	-6	7	10	0	-23	6
Cc1cc(C)c(C)c(S(=O)(=O)NCC(=O)NCc2ccco2)c1C	2	-13	-3	0	-3	6	4	11
C/C(=N\NC(=O)Cn1c(-c2ccccn2)nc2ccccc21)c1cccc(O)c1	-1	2	8	24	23	5	6	13
CN(C)c1ccc(C=NCC2COc3ccccc3O2)cc1 (stereo not drawn)	3	-2	-1	10	16	-3	3	9
CC(=O)Oc1ccc(/C=C2\C=C(c3ccc(C)cc3)OC2=O)cc1	18	25	-12	17	19	-10	5	14
Cc1nc2ccc(NC(=O)CSc3nnc(C)s3)cc2[nH]1	-5	-9	0	-6	5	6	2	6
CCC1CCCCN1C(=O)Nc1cccc(NC(=O)N2CCCCC2CC)c1 (stereo not drawn)	9	-3	-2	22	-18	0	5	5
CC(CNC(=O)c1ccc(-c2ccccc2)cc1)CN(C)C (stereo not drawn)	-1	-1	-2	0	-10	0	-3	8
COc1cc(NC(=S)N(C)C)c(OC)cc1Cl	40	-10	-10	-3	8	0	8	-4
CCc1cc(=O)oc2c(C)c(O)c(CN(C)C)cc12	-1	-10	0	-6	19	21	9	7
O=C(O)c1cc2c(s1)CCCC2	26	1	6	-7	10	11	7	20
COc1ccc(CSc2nc(C)cc(=O)[nH]2)cc1	-2	-6	-6	-26	-6	0	3	8
COCCNC(=O)CSc1nc2sccc2c(=O)n1-c1ccccc1	-6	7	-2	17	-9	-8	-1	18
COCCN(C(=O)CN1CCCc2ccccc21)c1c(N)n(Cc2ccccc2)c(=O)[nH]c1=O	3	8	-2	6	-6	-9	-9	-2
Cc1ccc(S[C@@H](CCN2CC[C@H](C)CCC2=O)c2ccccc2)cc1	3	12	23	17	-82	-11	-1	-33
CCc1c(C)nc(SCC(=O)NNC(=O)c2ccco2)[nH]c1=O	-3	-2	-5	-3	18	-3	8	0
C#CC1(O)CCC2C3CCc4cc(O)cc(C)c4C3CCC21C (stereo not drawn)	3	8	-2	12	nt	nt	nt	nt
O=C(Cc1ccccc1)NCC(=O)OCC(=O)c1cccc([N+](=O)[O-])c1	26	14	22	53*	46*	6	8	10
Clc1ccc(OCCCCCN2CCOCC2)cc1	13	4	-7	8	13	9	-2	-1
COc1ccc(CCNC(=O)CSc2nn(-c3ccccc3)c(=S)s2)cc1OC	7	10	-2	14	7	-12	-5	6
CC(=O)c1cccc(NC(=O)N2CCCC2C(=O)NC2CCCCC2)c1 (stereo not drawn)	-1	5	2	-9	10	6	1	15
Cc1ccc(C)c(S(=O)(=O)NCc2cccnc2)c1	2	-3	-3	-5	-2	-4	7	13
COc1ccc(N2CCC(CNC(=O)Nc3cccc(OC)c3)C2)cc1 (stereo not drawn)	2	7	-9	7	9	-2	-7	1
CN(CC(=O)Nc1ccccc1Cl)C(=O)COC(=O)c1cccs1	-3	-6	-2	-2	19	8	6	4
O=C(O)c1cccc(-n2cccc2C=C2C(=O)c3ccccc3C2=O)c1	-28	2	14	13	8	-10	-4	5
COC/C=C/C1=CC2=CC(=O)C(C)(OC(=O)c3ccco3)C(=O)C2=CO1 (stereo not drawn)	nt	nt	nt	nt	-12	-46	2	-24
Cc1ccc(-n2nc(C)c(Sc3ccccc3[N+](=O)[O-])c2N)cc1	3	3	0	9	10	-5	6	-3
O=C1N(c2ccc(Cl)cc2)C(c2ccccc2)N2CCCN12 (stereo not drawn)	3	-12	-1	20	-1	-6	5	0
O=C(Cc1ccc(S(=O)(=O)N2CCOCC2)s1)Nc1ccc(S(=O)(=O)N2CCCCC2)cc1	-5	-18	-6	-10	-104	-16	-5	-13
Cc1cccc(C2c3[nH]c4ccccc4c3CCN2C(=O)c2cc(CC(C)C)[nH]c(=O)n2)n1 (stereo not drawn)	-5	0	-6	-3	4	-3	-3	11
COc1cccc(CNS(=O)(=O)c2c(C)[nH]c(C)c2C(=O)N2CCCCC2)c1	-1	11	3	-5	-1	2	-3	0
CN(CC(=O)N1CCCCCC1)S(=O)(=O)c1ccc(Br)s1	-2	nt	nt	37	-14	-3	2	13
Cc1cc(=O)[nH]c(SCC(=O)Nc2cc(S(=O)(=O)N3CCCC3)ccc2Cl)n1	6	-4	2	8	-14	-6	10	4
O=C(OCCN1C(=O)c2cccc3c(N4CCOCC4)ccc(c23)C1=O)c1ccc(Cl)cc1Cl	17	-4	-2	11	nt	nt	nt	nt
CCOc1ccc(Cn2c(=O)oc3ccc(C)cc32)cc1OC	14	-2	-4	11	4	4	-1	-42
Cc1cccc(C)c1NC(=O)CN(C)C(=O)CC1OC(=O)c2ccccc21 (stereo not drawn)	-3	1	-2	7	12	-4	2	12
Cc1ccccc1Nc1nc(-c2cccnc2)cs1	-85	25	2	11	-16	2	-128	-169
O=C(CNC(=O)c1sc2ccccc2c1Cl)OCc1ccccc1	-5	0	8	20	6	11	-6	23
CCOC(=O)c1ccc(NC(=S)NNC(=O)c2cc(-c3cccnc3)nc3ccccc23)cc1	3	11	18	30	33	-36	19	-23
CCCCCCCCNC(=O)c1cccnc1SCC(=O)Nc1ccccc1OC	-2	6	-4	11	8	8	-1	-10
O=C(Nc1ccc(S(=O)(=O)Nc2nccs2)cc1)c1ccccc1OC(F)F	0	7	6	13	16	-2	0	25
COCCCNC(=O)c1cc(-c2cccnc2)nc2ccccc12	-2	4	1	8	17	2	21	0
Cc1nc(C)c(C(=O)O)s1	-44	1	3	-4	9	0	-5	6
